TR-FRET SRC-2 ct: flags TR-FRET format artefacts in PPARgamma SRC-2 recruitment agonist screen; TR-FRET artefact counter-screen; stronger effect = higher value; TR-FRET ratio at 8 µM; 200,000 tested, 0.4% active; in the data active = TR-FRET ratio above about 2000; note: inactives centre near 1500
bIAP act: intestinal alkaline phosphatase (bovine) activation; activation factor at 20 µM; purified bovine IAP, CDP-star luminescence, 30 min; stronger effect = higher value; fold of DMSO-control signal, blank-subtracted; AID 1016; 200,000 tested, 0.17% active;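 active = activation factor of 2 or more at 20 µM, a signal rise over negative controls twice the positive control's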
STAT1 blocker: STAT1 signaling inhibition | NIH 3T3 STAT1-luciferase reporter, IFN-gamma, luminescence | inhibition, % at 5.5 µM | 200,000 tested, 0.35% active;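 active = inhibition above a set limit, the mean inhibition across all tested compounds plus 3 SD, cut at about 34% in these data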;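 note: 0% = IFN-gamma with DMSO and 100% = IFN-gamma with 300 µM nifuroxazide; values of inactives mirror those of a sister screen read the other way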
bIAP inh: blocks bovine intestinal alkaline phosphatase activity; 190,000 tested, under 10 active; inhibition, % at 20 µM; purified bovine IAP, CDP-star luminescence, 30 min;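 active = over 50% inhibition of intestinal alkaline phosphatase at 20 µM in the single-dose screen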
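Assay system – bovine IAP enzyme · Quantity – bovine IAP at 1/65,000,000 final dilution · Detection – CDP-star luminescence signal · Times – 30 min reaction at room temperature · Also added – CDP-star substrate at 30 µM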
PPARg SRC-3 ag: agonists of human PPARgamma SRC-3 coactivator recruitment | biochemical PPARgamma/SRC-3 coactivator recruitment assay | activation, % at 8 µM | 200,000 tested, 0.26% active | P37231 | AID 731; in the data active = activation above about 23%;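 note: 0% = DMSO and 100% = reference agonist; some compounds past the cut are filed as inactive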
Target sequence (P37231 whole entry, looked up): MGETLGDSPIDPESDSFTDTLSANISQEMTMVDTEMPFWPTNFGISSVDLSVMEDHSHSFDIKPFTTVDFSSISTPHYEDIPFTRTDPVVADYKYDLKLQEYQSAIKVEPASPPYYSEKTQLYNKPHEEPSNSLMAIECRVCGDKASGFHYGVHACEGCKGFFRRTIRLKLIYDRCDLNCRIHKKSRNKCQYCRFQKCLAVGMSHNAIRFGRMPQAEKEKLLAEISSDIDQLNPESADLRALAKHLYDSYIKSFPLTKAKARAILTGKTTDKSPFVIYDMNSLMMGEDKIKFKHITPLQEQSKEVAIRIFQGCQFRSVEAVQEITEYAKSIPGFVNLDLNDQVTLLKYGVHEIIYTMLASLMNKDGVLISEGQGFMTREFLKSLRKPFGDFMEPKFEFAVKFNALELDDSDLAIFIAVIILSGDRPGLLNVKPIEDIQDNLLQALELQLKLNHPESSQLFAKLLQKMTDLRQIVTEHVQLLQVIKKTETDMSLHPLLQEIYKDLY
STAT3 inh: inhibitors of IL-6 induced STAT3 signaling; U3A cells, IL-6 STAT3-luciferase reporter, luminescence; host cell line lacks STAT1; inhibition, % at 5.5 µM; AID 862; 190,000 tested, 0.89% active;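 active = inhibition above the mean inhibition across all screened compounds plus 3 SD, cut at about 44% in these data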;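 note: 0% = DMSO only wells and 100% = 100 µM nifuroxazide control wells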
PPARg SRC1 recr: promotes SRC-1 coactivator recruitment by human PPARgamma. PPARgamma-SRC-1 coactivator recruitment biochemical assay. 200,000 tested, 0.41% active. P37231. activation, % at 8 µM; in the data active = activation above about 19%;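 note: 0% = DMSO and 100% = reference agonist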
STAT3 act: increases IL-6 driven STAT3 reporter signal; U3A cells, IL-6 STAT3-luciferase reporter, luminescence; 100% = signal with IL-6 EC80 alone; activation (% of control), % at 5.6 µM; 190,000 tested, 0.91% active;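 active = activation above the screen-wide mean of compound activation plus 3 SD, cut at about 130% in these data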;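 note: 0% = background luminescence of wells with medium and substrate only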
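Material: human U3A cells carrying STAT3-luciferase construct. Measured by: reporter luminescence signal. Timing: compound 1 h, then IL-6 6 h at 37 °C.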
ROMK primary: human ROMK K+ channel modulation, primary screen | AID 1918 | Tet-inducible ROMK, thallium flux fluorescence; actives lie on both sides | B-score at 10 µM | 130,000 tested, 2% active | P48048;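 active = signal ratio slope over the read window, or its plate-corrected B-score, at least 3 SD from the plate mean, either direction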;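 note: B-score of the F/F0 ratio slope over 7 to 12 s after thallium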
Target sequence (P48048 whole entry, looked up): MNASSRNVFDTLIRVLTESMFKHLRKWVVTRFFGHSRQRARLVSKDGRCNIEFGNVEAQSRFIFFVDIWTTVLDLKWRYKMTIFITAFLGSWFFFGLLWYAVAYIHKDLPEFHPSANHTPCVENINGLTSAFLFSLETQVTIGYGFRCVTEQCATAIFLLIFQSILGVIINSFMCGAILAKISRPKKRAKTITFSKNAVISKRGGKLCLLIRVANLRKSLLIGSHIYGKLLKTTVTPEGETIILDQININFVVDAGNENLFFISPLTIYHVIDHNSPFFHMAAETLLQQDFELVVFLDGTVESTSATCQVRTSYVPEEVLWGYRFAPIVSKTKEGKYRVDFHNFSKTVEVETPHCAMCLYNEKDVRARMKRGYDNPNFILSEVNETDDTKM
TNAP act hiacc: TNAP (human) activation, high acceptor. 200,000 tested, under 10 active. purified TNAP, CDP-star luminescence, 1 M DEA, 30 min; stronger effect = higher value; 0 = EDTA background, 1 = DMSO-only activity. activation factor at 20 µM. P05186. AID 1136;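 active = activation factor at least 2 at 20 µM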
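system = human TNAP | amount = enzyme diluted 1/800 final | reagent = 100 µM CDP-star substrate | signal = luminescent substrate turnover signal | dosing = one dose, 20 µM | benchmarks = EDTA negative control, DMSO positive control | measure = activation factor | timing = 30 min reaction, room temperature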
PPARg SRC2 recr: PPARgamma-driven SRC-2 recruitment agonism. P37231. PPARgamma LBD-SRC-2 recruitment, biochemical. activation, % at 8 µM. 200,000 tested, 0.34% active; in the data active = activation above about 22%;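 note: 0% = vehicle and 100% = reference agonist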
* = called active by the depositor; / = not tested or not shown. Compounds as they come (roughly 3.7% active in at least one column).

SMILES	TR-FRET SRC-2 ct	bIAP act	STAT1 blocker	bIAP inh	PPARg SRC-3 ag	STAT3 inh	PPARg SRC1 recr	STAT3 act	ROMK primary	TNAP act hiacc	PPARg SRC2 recr
CNc1oc(-c2ccccc2Cl)nc1P(=O)(c1ccccc1)c1ccccc1	1544	1	-3.7	4.3	1.8	-12.7	2.9	109.3	/	1	3.4
CCN(CC)C(=O)CCc1nc2sc3c(c2c(=O)[nH]1)CCCC3	1544	1.1	-5.7	-5.7	-1.5	9.1	0.1	92.4	-0.796	1	-3.2
O=C(Nc1cccc(Cl)c1)N1CCN(C/C=C/c2ccccc2)CC1	1760	1.1	4.0	-10.5	1.3	6.7	2.6	98.0	-3.58*	0.9	6.0
CCCCCCCC1(C)NC(=O)N(CC(=O)Nc2cc(C)on2)C1=O (stereo unspecified)	1702	1	6.1	0.9	2.0	9.7	-2.2	93.7	-0.705	1	4.0
COc1ccc(C=C(c2ccc(OC)cc2)c2ccc(OC)cc2)cc1	1505	0.9	-1.0	6.8	4.1	-3.4	1.3	105.9	/	1.1	-5.9
C#CC(CC)(CC)NC(=O)Nc1ccccc1C(=O)OC	1574	1.1	1.1	-5.7	5.0	0.6	-10.2	111.0	0.352	1	-6.4
CCOC(=O)c1sc(/N=C/Nc2nc(C)c(C(=O)OCC)s2)nc1C	1554	1.2	-0.5	-18.8	4.7	1.3	2.0	102.1	/	1	-1.7
CC(=O)NC(Cc1ccc(O)cc1)C(=O)NN (stereo unspecified)	1409	0.9	-8.2	5.4	1.3	-2.2	10.4	108.9	1.32	1.1	-3.0
C#CCOCCOCCOCCNc1nc(N2CCN(C(=O)[C@H]([C@@H](C)CC)n3cc([C@@H](N)CO)nn3)CC2)nc(N2CCN(C(=O)[C@H]([C@@H](C)CC)n3cc([C@@H](N)Cc4ccc(O)cc4)nn3)CC2)n1	1646	1	1.1	-2.5	5.4	/	4.3	/	/	1.1	5.3
O=C1Nc2ccccc2OCc2c1cccc2[N+](=O)[O-]	1423	0.9	5.8	5.5	0.0	11.1	-2.8	92.8	3.49*	1.1	3.3
CC1=C(C(=O)N2CCOCC2)C(c2ccc(Br)cc2)NC(=S)N1c1ccccc1 (stereo unspecified)	1556	0.9	1.6	12.6	5.0	-5.6	-4.0	104.3	-0.467	1	4.6
COc1ccc2nc(COC(=O)c3ccco3)c(C(C)=O)[n+]([O-])c2c1	1621	0.9	2.1	10.9	-13.0	7.8	4.4	97.7	-0.0824	1.1	1.4
Nc1nc(CN2CCc3ccccc3C2)nc(Nc2ccccc2)n1	1437	1.1	1.7	-7.9	21.9	-6.6	-4.1	108.3	-1.2	1.1	5.6
CC(C)(C)NC(=O)NC(=O)CN1CCN(c2ccccc2O)CC1	1715	1.1	5.1	-6.9	3.2	11.9	4.4	94.0	0.0148	1.1	11.7
O=C(CSc1nc2ccccc2c(=O)n1C1CC1)NCc1ccccc1	1558	0.8	5.8	15.0	2.2	5.0	-1.5	100.9	/	1.1	6.9
O=C(CN1CCN(Cc2ccccc2F)C1=O)NCc1cccnc1	1672	0.9	-0.5	11.2	2.8	7.5	1.2	98.2	/	1	2.2
CCOC(=O)N1CCc2c(sc3c2c(=O)n(Cc2ccccc2)c(=O)n3Cc2ccc(C)cc2)C1	1523	0.9	4.9	12.1	3.1	-7.5	-1.3	106.3	0.107	1	3.8
O=C1CCCN1CCCNc1ncnc2c1[nH]c1ccc(Cl)cc12	1490	1.1	2.6	-13.5	-2.4	10.3	2.6	94.6	/	1.1	-1.9
CCOC(=O)CCc1c(C)nc2cc(-c3ccc(F)cc3)[nH]n2c1=O	1575	1	-16.0	0.6	2.8	22.8	7.7	83.0	/	1.1	1.6
CC(=O)n1c(Cl)c(NC(=O)CCl)c2ccccc21	1503	0.9	4.4	8.4	-6.5	15.7	-6.9	92.6	/	1.1	2.1
COc1ccccc1CNC(=O)Cc1ccc(Br)cc1	1484	0.8	4.5	17.5	6.7	6.6	2.4	93.4	-0.0114	1	8.5
CC1CCCN(CC(O)COCc2ccc3c(c2)OCO3)C1 (stereo unspecified)	1673	1.1	-8.0	-10.3	4.2	6.5	8.0	99.2	-0.641	1	2.8
O=C(O)c1[nH]c2ccccc2c1-c1ccccc1	1498	0.9	-6.4	10.1	1.3	-5.6	3.7	105.7	/	1.1	4.6
COc1ccc(C2C(C(=O)NCc3ccccn3)CCC(=O)N2c2cc(OC)c(OC)c(OC)c2)cc1 (stereo unspecified)	1446	1.2	1.2	-15.3	1.4	-1.0	0.6	102.4	0.781	1	-1.6
CCC(Cc1ccccc1)NC(=O)CCn1cccc1 (stereo unspecified)	1351	0.6	-1.1	42.1	3.1	5.2	-1.7	100.4	0.521	1	2.3
O=C(Oc1ccc2c(c1)OCO2)c1cccs1	1510	0.9	2.4	11.6	-4.2	8.2	3.5	96.5	-0.824	1	10.5
Cc1ccc(OCC(=O)NC2CCS(=O)(=O)C2)cc1 (stereo unspecified)	1374	1	8.7	4.1	-2.3	-0.6	-3.7	105.8	-0.0577	1	-8.3
C/C(=N\S(=O)(=O)c1ccc(C)cc1)NC(=S)Nc1ccc(C)cc1	1587	1.1	-18.1	-9.1	1.2	-2.1	-1.3	102.9	-0.00341	1	-2.1
CC(C)Sc1ncc(S(=O)(=O)c2ccccc2)c(=O)[nH]1	1688	1	2.3	3.0	2.9	3.0	3.6	98.6	0.19	1	10.4
CCOc1ccc(CN(C)CC(=O)NCc2ccccc2Cl)cc1	1551	1.5	-0.4	-46.0	0.6	-5.0	0.2	108.6	-2.41	1	4.0
COC(=O)CSc1nnc(CNS(=O)(=O)c2ccc(C)cc2)n1C	1417	1	-2.0	4.3	5.1	7.5	-4.3	101.2	/	1.1	-2.1
Cc1ccccc1NC(=O)C1CCCN(S(=O)(=O)c2c(C)noc2C)C1 (stereo unspecified)	1569	0.9	-11.0	10.2	-10.4	6.2	1.5	103.3	/	1	-5.8
COc1ccc(-c2nnc(SCC(=O)N3CCCCC3)o2)cc1OC	1567	1	-4.8	-3.3	0.9	-3.3	-3.0	102.9	/	1	-1.6
CC(=O)c1cccc(CN2CCC(CO)(Cc3ccccc3)CC2)c1	1592	1	2.8	0.8	0.4	0.5	0.0	103.4	-0.319	1.1	4.6
NC(=O)COC(=O)c1ccccc1OCc1ccc(Cl)cc1	1350	1.1	-9.2	-7.8	-0.3	7.9	9.3	99.9	0.841	1	-6.5
COc1ccc(C2CC(=O)OC3=C2C(=O)CC(C)(C)C3)c(OC)c1 (stereo unspecified)	1304	1	1.2	3.1	0.9	8.0	-8.8	94.4	-0.0999	1.1	1.9
Cc1nn(-c2ccccc2)c(N2CCCCC2)c1/C=N/NC(=O)c1ccncc1	1762	0.9	21.9	10.6	1.7	6.0	0.7	99.4	-0.822	1	4.0
c1ccc(-n2cnc3cc(NCc4ccccn4)ccc32)cc1	1485	1	-33.4	3.5	2.1	2.8	-3.9	101.1	/	1.1	4.8
CCC/C=N/NC(=O)C1COc2ccccc2O1 (stereo unspecified)	1610	1.1	14.9	-13.4	0.8	1.1	6.0	100.4	-1.12	1	3.7
CCOc1ccc(-c2nnc(SCC(=O)Nc3ccc4c(c3)c3ccccc3n4CC)n2N)cc1	1659	0.8	4.6	19.5	2.7	3.1	7.8	101.5	/	1	8.1
O=C(NNC(=O)c1sccc1-n1cccc1)c1cccs1	1444	0.9	5.2	10.3	0.9	9.6	-3.7	95.0	-0.0923	1	-3.4
CC1=NC(C(F)(F)F)(C(F)(F)F)C2=C(CC(C)(C)CC2=O)N1Cc1ccco1	1577	0.9	2.4	7.0	-9.1	-0.3	4.5	98.9	0.91	1.1	7.4
COc1ccc(-c2cn3cccnc3n2)cc1NC(=O)c1ccc(Br)o1	1519	1.2	1.4	-17.7	-1.2	21.6	9.2	84.8	/	1	-10.1
CCn1c(N)c(C(=O)NCC2CCCO2)sc1=S (stereo unspecified)	1669	1	0.2	4.4	5.3	8.3	0.2	101.4	/	1	2.3
Cc1ccc(-c2c[n+](CC(=O)Nc3cc(=O)n(C)c(=O)n3C)c3n2CCC3)cc1	1437	1	6.0	3.3	2.2	-4.3	-2.7	105.5	/	1	-1.2
COc1cccc(C2C(C(=O)c3cccs3)=C(O)C(=O)N2c2cc(C)on2)c1 (stereo unspecified)	1557	0.9	3.0	8.5	8.9	1.0	18.5	104.0	-0.167	1.1	10.8
O=C1C=C(Nc2ccc(Cl)cc2)CC(c2ccc(Cl)cc2)C1 (stereo unspecified)	1766	1	11.6	2.6	5.7	3.0	9.3	103.7	/	1.1	7.3
Cc1nnc(SCc2nc3ccccc3s2)n1-c1ccccc1	1408	0.8	-14.9	20.7	1.4	-50.7	-4.5	146.8*	0.0741	1	-2.0
CCn1c(/N=C/c2ccccc2NS(=O)(=O)c2ccc(C)cc2)nc2ccccc21	1539	0.9	9.7	11.7	-1.6	2.4	-1.8	100.5	/	1	-7.4
O=S(=O)(c1ccc(OCC(O)CNCc2ccco2)c(Cl)c1)N1CCOCC1 (stereo unspecified)	1417	1	9.3	0.6	1.2	5.8	-5.3	100.5	/	1	10.2
Cc1ccc(C(=O)NCCSc2ccc(Cl)cc2)cc1[N+](=O)[O-]	1478	0.9	-5.0	12.7	8.8	11.8	3.0	95.1	/	1	3.6
CCOC(=O)c1nn(-c2ccc3c(c2)OCCO3)cc1O	1629	0.9	1.7	5.7	-3.0	19.5	4.5	86.1	-0.859	1	0.5
COC(=O)CSC(=S)N1CCCC(C)C1 (stereo unspecified)	1332	0.9	3.0	8.9	-4.2	4.1	2.5	100.9	-0.401	1	4.0
CC(C)(C)c1ccc(OCCNC(=O)Cc2ccc(F)cc2)cc1	1657	1.1	5.7	-10.1	-0.9	9.5	3.5	95.0	-0.87	1.1	6.0

Single records (already shown).
Shown for O=S(=O)(c1ccc(OCC(O)CNCc2ccco2)c(Cl)c1)N1CCOCC1 (stereo unspecified) → TR-FRET SRC-2 ct: 1417; bIAP act: 1; STAT1 blocker: 9.3; bIAP inh: 0.6; PPARg SRC-3 ag: 1.2; STAT3 inh: 5.8; PPARg SRC1 recr: -5.3; STAT3 act: 100.5; ROMK primary: /; TNAP act hiacc: 1; PPARg SRC2 recr: 10.2
Shown for CCOc1ccc(-c2nnc(SCC(=O)Nc3ccc4c(c3)c3ccccc3n4CC)n2N)cc1 → TR-FRET SRC-2 ct: 1659; bIAP act: 0.8; STAT1 blocker: 4.6; bIAP inh: 19.5; PPARg SRC-3 ag: 2.7; STAT3 inh: 3.1; PPARg SRC1 recr: 7.8; STAT3 act: 101.5; ROMK primary: /; TNAP act hiacc: 1; PPARg SRC2 recr: 8.1
Shown for CC(C)Sc1ncc(S(=O)(=O)c2ccccc2)c(=O)[nH]1 → TR-FRET SRC-2 ct: 1688; bIAP act: 1; STAT1 blocker: 2.3; bIAP inh: 3.0; PPARg SRC-3 ag: 2.9; STAT3 inh: 3.0; PPARg SRC1 recr: 3.6; STAT3 act: 98.6; ROMK primary: 0.19; TNAP act hiacc: 1; PPARg SRC2 recr: 10.4

Screening data from PubChem.
